RBX1-CUL1 inh – inhibitors of human ROC1-CUL1 ubiquitin ligase activity. P62877+Q13616. in vitro K48 di-Ub FRET, acceptor:donor ratio, 45 min. inhibition, % at 10 µM. 140,000 tested, 0.6% active. AID 1347404; in the data active = inhibition above about 25%
Target sequence (P62877 whole entry, looked up): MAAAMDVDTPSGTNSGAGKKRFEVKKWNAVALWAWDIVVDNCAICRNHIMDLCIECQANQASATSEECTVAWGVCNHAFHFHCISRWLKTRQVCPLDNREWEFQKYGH
Target sequence (Q13616 whole entry, looked up): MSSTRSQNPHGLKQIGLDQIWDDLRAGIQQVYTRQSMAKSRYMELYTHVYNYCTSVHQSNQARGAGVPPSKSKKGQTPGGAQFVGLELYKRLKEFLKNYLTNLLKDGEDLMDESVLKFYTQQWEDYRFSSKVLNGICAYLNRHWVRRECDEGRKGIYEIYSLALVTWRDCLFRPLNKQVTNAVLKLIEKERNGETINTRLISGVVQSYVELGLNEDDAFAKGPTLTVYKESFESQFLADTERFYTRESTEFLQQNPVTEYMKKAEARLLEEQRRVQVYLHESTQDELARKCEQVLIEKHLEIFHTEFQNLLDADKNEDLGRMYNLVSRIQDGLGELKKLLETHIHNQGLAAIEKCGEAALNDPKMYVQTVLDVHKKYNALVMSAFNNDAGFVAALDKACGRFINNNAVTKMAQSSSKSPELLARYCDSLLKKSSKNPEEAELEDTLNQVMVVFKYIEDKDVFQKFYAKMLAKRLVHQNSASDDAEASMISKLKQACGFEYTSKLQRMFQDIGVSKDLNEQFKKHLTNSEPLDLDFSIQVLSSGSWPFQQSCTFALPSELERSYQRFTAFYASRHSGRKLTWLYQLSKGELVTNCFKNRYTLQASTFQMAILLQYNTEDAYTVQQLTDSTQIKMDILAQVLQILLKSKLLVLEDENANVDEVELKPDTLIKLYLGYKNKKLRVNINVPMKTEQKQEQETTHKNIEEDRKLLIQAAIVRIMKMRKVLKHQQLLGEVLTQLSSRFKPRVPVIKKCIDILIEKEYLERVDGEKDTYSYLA
* hit, by the source's call.

SMILES	RBX1-CUL1 inh
Cc1c(C(=O)Nc2ccccc2)sc2nc3n(c(=O)c12)CCCCC3	6
CC(=O)c1ccc(NC(=O)CCc2ccccc2)cc1	9
N#Cc1sc2nc(-c3ccc4c(c3)OCO4)ccc2c1N	-10
Cc1ccc(OCc2n[nH]c(=S)n2-c2ccc(Br)cc2)cc1	0
CCN(CC)S(=O)(=O)c1cc(C(=O)Nc2ccccn2)ccc1OC	2
Cc1cc(C(F)(F)F)nn1CC(=O)N1CCCCCC1	1
CC1C(=NC(=O)c2ccc(Br)cc2Br)C(=O)N(c2ccccc2)N1C (stereo not given)	-3
COc1ccc(-c2cn3c(C(=O)N4CCC[C@H]4CO)csc3n2)cc1F	-1
O=C1CC2Sc3ccccc3N=C2N1CN1C(=O)c2ccccc2C1=O (stereo not given)	2
COc1cc(C=C2C(=O)NC(=S)NC2=O)cc(Cl)c1OCc1ccccc1C	-10
NC(=O)CCC(=O)N1CCCC(Nc2ccc(F)c(F)c2)C1 (stereo not given)	-3
CC(C)(C(=O)c1ccc(N)cc1)c1ccc(N)cc1	-1
CCN(Cc1cnn(C)c1)C(=O)c1cc(COc2ccc(F)cc2F)on1	9
O=c1cc(C(Cl)(Cl)Cl)oc2ccc3ccccc3c12	1
Cc1c(C(=O)O)ccc2c1N[C@@H](c1ccc(F)cc1)[C@H]1CC=C[C@@H]21	76*
CCCCC(=O)N(c1ccc2oc(C)c(C(C)=O)c2c1)S(=O)(=O)c1ccc(F)cc1C	0
Cc1ccc(N2C(=O)C(NC(=O)C(C)(C)C)(C(F)(F)F)C3=C2CC(C)(C)CC3=O)cc1C (stereo not given)	10
Cc1cc(C)cc(NC(=O)CSc2nc3sc4c(c3c(=O)[nH]2)CCCC4)c1	1
Cc1ccc(C)c(CSc2cn(CC(=O)N3CCCCCC3)c3ccccc23)c1	4
Cc1ccc(NS(=O)(=O)c2ccc([N+](=O)[O-])cc2)cc1Cl	12
COc1ccc(-n2cc(Cl)nc(N3CCOCC3)c2=O)cc1	4
O=C(Cc1cccc2ccccc12)Nc1cccc(Cl)c1Cl	3
Cc1[nH]n(-c2ccccc2)c(=O)c1C(c1cc(Br)cc(Cl)c1O)c1c(C)[nH]n(-c2ccccc2)c1=O	4
O=C(CCn1cncn1)N1CCC(C2CCN(Cc3cccc(F)c3F)CC2)C1 (stereo not given)	2

By substructure: the compounds so far with an aryl thioether with sulfur outside any ring.
SMILES	RBX1-CUL1 inh
Cc1cc(C)cc(NC(=O)CSc2nc3sc4c(c3c(=O)[nH]2)CCCC4)c1	1
Cc1ccc(C)c(CSc2cn(CC(=O)N3CCCCCC3)c3ccccc23)c1	4

Given as labelled records: part of the list above.
O=C(CCn1cncn1)N1CCC(C2CCN(Cc3cccc(F)c3F)CC2)C1 (stereo not given)
  RBX1-CUL1 inh = 2
Cc1ccc(C)c(CSc2cn(CC(=O)N3CCCCCC3)c3ccccc23)c1
  RBX1-CUL1 inh = 4
O=c1cc(C(Cl)(Cl)Cl)oc2ccc3ccccc3c12
  RBX1-CUL1 inh = 1
CCCCC(=O)N(c1ccc2oc(C)c(C(C)=O)c2c1)S(=O)(=O)c1ccc(F)cc1C
  RBX1-CUL1 inh = 0

The listing continues:
SMILES	RBX1-CUL1 inh
COc1ccc(OC)c(C2=CCCCC2)c1	10
Cc1ccc(C)n1-c1ccc(Oc2cccc(Oc3ccc(-n4c(C)ccc4C)cc3)c2)cc1	-7
O=C(O)c1ncccc1I	6
CN1C(=O)CC(=NCC(=O)c2ccc(Cl)cc2Cl)N(C)C1=O	5
COC(=O)c1sccc1NC(=O)Nc1ccc(Cl)cc1	-1
O=[N+]([O-])c1c(N2CCCCCCC2)ncnc1N1CCCCCCC1	-4
c1ccc(CC(c2ccccc2)c2nc3ccccc3o2)cc1 (stereo not given)	2
COc1ccc(NC(=O)NCCn2nnc3cc(S(=O)(=O)N(C)C)ccc32)cc1	-3
CCn1c(C(=O)NCc2cccc(Br)c2)cc2oc3ccccc3c21	1
c1cc(-c2cccc(N3CCNCC3)c2)cc(-c2ccn[nH]2)c1	2
c1cnn(CCC2CCCCN2c2nc3nonc3nc2N2CCOCC2)c1 (stereo not given)	-6
CNCC1COc2ccccc2O1 (stereo not given)	-2
CCOc1ccccc1CNC(=O)C1CCN(C(=O)N2CC(CC)Oc3ccc(C)cc32)CC1 (stereo not given)	1
CCOC(=O)N1CCN(C(c2ccccn2)c2c(C)[nH]c3ccccc23)CC1 (stereo not given)	9
CCC(=O)Nc1ccc(S(=O)(=O)Nc2onc(C)c2C)cc1	2
CCOC(=O)N1CCC(NC2CCN(c3ccc(NC(=O)Cc4cccc(F)c4)cc3)CC2)CC1	2
Cc1cccc(-c2ccc(-c3nc(-c4c(C)ncc5c4CCNC5)no3)o2)c1	-3
CC(=O)c1cnn(-c2cc(Oc3cccc(C)c3)nc(C)n2)c1C	-1
CC(C)Cn1c(-c2ccco2)n[nH]c1=S	7
COc1ccccc1OCCOc1ccc(/C=C2/C(=N)N3N=C(C(C)C)SC3=NC2=O)cc1OC	5
CCCCOc1ccc(C(=O)NCC(c2ccc(Cl)cc2)N2CCOCC2)cc1 (stereo not given)	3
COc1ccccc1Oc1ncccc1CNC(=O)C1CCCO1 (stereo not given)	-4
Cc1ccccc1C(=O)NCC(c1ccc(N(C)C)cc1)N1CCCC1 (stereo not given)	3
COC(=O)c1c(-c2ccc(F)cc2)csc1NC(=O)c1ccc(C)c(C)c1	-5

Seven entries from above in a different format:
mol | RBX1-CUL1 inh
CCOC(=O)N1CCN(C(c2ccccn2)c2c(C)[nH]c3ccccc23)CC1 (stereo not given) | 9
CCC(=O)Nc1ccc(S(=O)(=O)Nc2onc(C)c2C)cc1 | 2
CCOC(=O)N1CCC(NC2CCN(c3ccc(NC(=O)Cc4cccc(F)c4)cc3)CC2)CC1 | 2
Cc1cccc(-c2ccc(-c3nc(-c4c(C)ncc5c4CCNC5)no3)o2)c1 | -3
CC(=O)c1cnn(-c2cc(Oc3cccc(C)c3)nc(C)n2)c1C | -1
CC(C)Cn1c(-c2ccco2)n[nH]c1=S | 7
COc1ccccc1OCCOc1ccc(/C=C2/C(=N)N3N=C(C(C)C)SC3=NC2=O)cc1OC | 5

Other records follow:
SMILES	RBX1-CUL1 inh
COc1ccc2c(c1)c1c(c(=O)n(-c3ccc(F)c(Cl)c3)c(=O)n1CC(N)=O)n2C	4
Cc1cc(C)cc(C(=O)n2nc(C)c(S(=O)(=O)N3CCCCCC3)c2C)c1	-5
CCCCc1nc2cc(C(=O)NCc3nc4ccccc4o3)ccc2o1	6
Cc1ccccc1NC(=O)Nc1cccs1	5
Cc1nnsc1C(=O)N(C)c1ccc(Cl)cc1	-2
Cc1cccc(N2CCN(C3NS(=O)(=O)C(c4ccc(Cl)cc4)C3C)CC2C)c1 (stereo not given)	1
CC(NC(=O)c1ccco1)c1cc2c(cc1Cl)OCCCO2 (stereo not given)	-6
COc1ccc(C(=O)C2C(=O)C(=O)N(CCCN3CCOCC3)C2c2cccc(O)c2)cc1F (stereo not given)	-3
COc1ccc(C(CNC(=O)c2oc3cc(C)c(Cl)cc3c2C)N2CCCCC2)cc1 (stereo not given)	8
C=CCn1c(SCC(=O)NCC2CCCO2)nc2scc(-c3ccc(C)o3)c2c1=O (stereo not given)	7
CCCn1c(=O)c2sccc2n2c(CCCC(=O)Nc3ccccc3F)nnc12	3
CC1(C)SC(=S)N(NC(=O)Nc2ccc(Cl)cc2)C1N(O)C(=O)Nc1ccc(Cl)cc1 (stereo not given)	3
COc1ccc(-c2noc(CSCC(=O)Nc3ccc(C)cc3Br)n2)cc1OC	1
CCCCc1ccc(-n2nc3cc(C)c(NC(=O)CCC)cc3n2)cc1	4
CCCOc1cccc(C(=O)Nc2cc3nn(-c4ccccc4)nc3cc2Cl)c1	2
COc1ccc(-n2cc(Cl)nc(N[C@@H](C)c3ccccc3)c2=O)cc1	-5
CCOc1ccc(OCCSc2nc3ccccc3n2CCO)cc1	5
CN1CCC(N2CCCC(NC(=O)CCC3CCCC3)C2)CC1 (stereo not given)	4
C/C(=N\NC(=O)c1sccc1C)c1ccc(NC(=O)c2ccc(C)s2)cc1	-5
CC1CCc2sc(NC(=O)CCC(=O)O)c(C#N)c2C1 (stereo not given)	1
Nc1ccccc1N=C1CC(=O)CC(c2cccs2)C1 (stereo not given)	-4
N#Cc1ccccc1NC(=S)NC(=O)C(c1ccccc1)c1ccccc1	-8
CC(=O)O[C@@H]1CC[C@]2(C)C3CC[C@@]4(C)C(CC[C@@H]4[C@H](C)CCC(=O)O)C3CC[C@@H]2C1 (stereo not given in full)	-4
CCn1cc(Br)c(C(=O)Nc2cccc(C(F)(F)F)c2)n1	8
CCOC(=O)C1=C(C)N=C2CC(c3cccc(OC)c3)C(C(=O)OCC)C(=O)C2C1c1ccccc1C(F)(F)F (stereo not given)	-2
CCOC(=O)c1ccc(-c2ccc(/C=c3\sc4nc(=O)c5c6c(sc5n4c3=O)CCCC6)o2)cc1	-4
O=C(Cn1nc(-c2ccccc2)c2cnc3ccccc3c21)Nc1ccccc1	3
Nc1ccc(Sc2ccccc2Cl)nc1	-1
Nc1ncc(CN2CCCC(CNC(=O)c3ccco3)C2)cn1 (stereo not given)	-7
Cc1ccc(O)c(NC(=O)c2ccc3c(c2)C(=O)N(CCC(C)C)C3=O)c1	-9
S=c1oc2ccc(Cl)cc2n1CN1CCCCC1	0
COc1ccccc1C(=O)Nc1ccc(S(=O)(=O)N2CCCCC2)cc1	11
CC(C)(C)C1CCC(=NOC(=O)c2cccs2)CC1 (stereo not given)	1
COC(=O)c1c(N)c(C#N)c2n1CCCCC2	-2
O=C(Cn1c(=O)c2ccccc2n(CC(=O)Nc2ccccc2F)c1=O)NCCc1ccccc1	0
O=c1c2cnc3nc(-c4ccccc4)nn3c2ccn1Cc1ccccc1	1
C=CCn1c(SCC(=O)N2CCc3ccccc3C2)nc2ccccc2c1=O	1
Cc1cccc2c(CC(=O)Nc3ccccc3)noc12	-6
Cc1ccc(Cn2c(-c3ccccc3)nc3ccccc32)cc1	-15
NS(=O)(=O)c1ccc(NC(=O)c2ccccc2Br)cc1	10
CCCCn1c(=N)n(CCOc2ccccc2OC)c2ccccc21	-6
O=C(Nc1ccc(C(F)(F)F)cc1)c1cccc2c1-c1ccccc1/C2=N/O	-2
Cc1ccc(C(=O)NC(=S)Nc2cccc(-c3nc4ccccc4s3)c2)cc1	8
COc1ccc(C2c3c(n[nH]c3-c3ccc(Br)cc3)OC(=N)C2C#N)cc1OC (stereo not given)	2
CN(C(=O)CSc1nc2ccc(NC(=O)c3ccccc3F)cc2s1)c1ccccc1	5
CCOC(=O)C1=NN(c2ccc(Cl)cc2)C2(SCC(=O)N2c2ccccc2)S1 (stereo not given)	-9
COc1ccc(CC(=O)NCC(c2cccs2)S(=O)(=O)c2ccc(C)cc2)cc1 (stereo not given)	-9
C=CCn1c(=O)c2c(nc3n(C4CCCCC4)c(C)cn23)n(C)c1=O	5
O=C(NC(Nc1ccccc1C(F)(F)F)C(Cl)(Cl)Cl)c1ccco1 (stereo not given)	0
Cc1ccc([N+](=O)[O-])cc1N=Cc1cc([N+](=O)[O-])ccc1O	-3
COc1ccc2c(C)c(CCC(=O)NCCc3ccc(OC)c(OC)c3)c(=O)oc2c1	-6
Cc1ccc(Nc2nc(N)nc(CN3CCCCCC3)n2)cc1	6
CC1(C(=O)O)N[C@H](C(=O)O)Cc2c1[nH]c1ccccc21 (stereo not given in full)	-6
C=CCc1ccc(O)cc1NC(C)=O	-2
COc1ccc(Oc2c(C(F)(F)F)oc3c(CN4CCCC(C)C4)c(O)ccc3c2=O)cc1 (stereo not given)	0
O=C(Nc1cc(Cl)c(Cl)cc1Cl)c1cc([N+](=O)[O-])cc([N+](=O)[O-])c1	-3
O=S(=O)(Cc1cccc(Cl)c1)N1CCCCC1	2
CCOC(=O)C1(CCOc2ccccc2)CCCN(C2CCC2)C1 (stereo not given)	5
CCC1CCc2c(sc(NC(=O)C3C4CCC(O4)C3C(=O)O)c2C(N)=O)C1 (stereo not given)	3
COc1ccc(Cl)cc1NC(=O)C12CCC(C)(C(=O)C1)C2(C)C (stereo not given)	-10
Next section.
SMILES	RBX1-CUL1 inh
CCOC(=O)c1ccc(NC(=O)c2cn(-c3ccccc3)nc2-c2ccc(Br)cc2)cc1	-1
COc1ccccc1-c1cnnc(N/N=C/c2ccsc2)n1	12
COc1ccc(CNC(=O)C(C)Sc2ccc(C)cc2)cc1 (stereo not given)	1
c1ccc2cc3c(NCCN4CCOCC4)ccnc3cc2c1	-17
Cc1cccc(CN2CCC(C(=O)NCc3ccccc3)CC2)c1	12
c1ccc(CSc2nc3ccccc3o2)c(CSc2nc3ccccc3o2)c1	-1
Cc1ccc(-c2nc3cc(NC(=O)c4cc([N+](=O)[O-])c(C)c([N+](=O)[O-])c4)ccc3o2)cc1	14
CN1CCN(C(=S)NC(=O)c2cccs2)CC1	8
Cc1nn2c(N)c(-c3ccc(Cl)cc3)cnc2c1-c1ccccc1	8
Cc1ccccc1C(=O)N1CCN(c2ccc(Cl)c(Cl)c2)CC1	7
COc1ccccc1C(C)N(C)C(=O)c1cn(Cc2ccc(Cl)cc2)nn1 (stereo not given)	1
O=C(Cc1cccc(C(F)(F)F)c1)Nc1ccccc1C(F)(F)F	-4
CC1=NN(c2ccc(C)cc2C)C(=O)/C1=C\C1C(=O)NC(=O)N(c2ccc(C34CC5CC(CC(C5)C3)C4)cc2)C1=O (stereo not given)	17
COc1cccc(CNC(=O)Cn2nc(C)n3c(cc4cc(C)ccc43)c2=O)c1OC	1
Cc1cccc(C)c1-n1nnc(C(=O)N(C)c2ccccc2)c1C	-11
O=C(O)C(=C/C=C/c1ccccc1)C(=O)O	-7
CCC(Cc1ccccc1)NC(=O)c1cccc(Nc2nc3ccccc3nc2-n2nc(C)cc2C)c1 (stereo not given)	-8
OCCN(Cc1ccccc1)Cc1cn[nH]c1-c1ccc(F)cc1F	4
COc1cc(C2SC[C@H]3C(=O)N(c4ccccc4)C(=O)N23)cc(OC)c1OC (stereo not given in full)	-2
Cc1c(-c2ccccc2)n(C)c2ccccc12	9

Screening results deposited in PubChem by Icahn School of Medicine at Mount Sinai.

Only part of the results is shown; rates above refer to the full screens.
